EPAC2 ag = EPAC2 (human) agonism | Q8WZA2 | EPAC2 activation, biochemical qHTS; response scale: 100% = 6.5 mM cAMP response | Potency, µM (titrated, usually from 154 µM), inactives show top-dose activation, usual class: activators | 360,000 compounds, 0.079% hits | AID 720711; note: potency is the fitted concentration of half-maximal effect; nearly all actives have a fitted effect of over 50% in size
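Readout is BODIPY fluorescence (480 nm excitation, 540 nm emission), which falls as labeled GDP is exchanged off Rap1B. EPAC2 at 100 nM acted on 250 nM RAP1B-BODIPY-GDP with 50 uM GDP present.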
IL2 activator = activates IL-2 in a cell-based reporter assay | IL-2 activation reporter assay, cell-based qHTS; stimulated with anti-CD3/CD4/CD28 beads; in transgenic mouse T cells | activation, % (series mostly up to about 46 µM) | 360,000 compounds, 0.065% hits | AID 652025; in the data active = activation above about 50%; inconclusive = mostly about 30% to 49%; note: 0% is about no effect
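Using fluorescent plate cytometry, EGFP and DsRed are detected in transgenic mouse T cells stimulated 18 h at 37 degrees C with antibody-coated beads after 60 min compound pretreatment.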
EPAC1 antag = blocks human EPAC1 exchange factor | Potency, µM (doses to about 115 µM), for the others: at the top dose activity change, negative = inhibition, usual class: inhibitors | AID 720709 | O95398 | EPAC1 GEF assay, Rap1b-BODIPY-GDP exchange fluorescence | 360,000 compounds, 0.14% hits;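 note: potency is the fitted concentration of half-maximal effect; plate controls were vehicle for no effect and positive control for full effect; nearly all actives have a fitted effect of over 50% in size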
PI5P4Ka inh = PI5P4K alpha (human) kinase inhibition; PI5P4Kalpha enzyme, ADP-Glo luminescence, 60 min; stronger effect = lower value; max response, %; 330,000 compounds, 1.2% hits; AID 652105; active = max response of -50% or lower; inconclusive = between -30% and -50%; inactive = -30% or higher; note: value at the top dose of about 77 µM; % is set by controls: 0 for no effect and ±100 for the full control effect
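Controls without substrate or without enzyme flank wells where PI5P4Kalpha converts substrate using 5 microM ATP (final). Incubation lasts 60 minutes at room temperature; ADP formed is read by ADP-Glo luminescence.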
WRN helicase inh = blocks human WRN helicase | AID 651768 | 360,000 compounds, 0.46% hits | Potency, µM (titrated, usually from 114 µM), inactives show at the top dose activity change, negative = inhibition, hits mostly inhibitors | WRN helicase unwinding, fluorescent forked duplex, kinetic; note: potency is the fitted concentration of half-maximal effect; % is set by controls: 0 for no effect and ±100 for the full control effect; nearly all actives have a fitted effect of over 55% in size
Target sequence (Q14191 whole entry, looked up): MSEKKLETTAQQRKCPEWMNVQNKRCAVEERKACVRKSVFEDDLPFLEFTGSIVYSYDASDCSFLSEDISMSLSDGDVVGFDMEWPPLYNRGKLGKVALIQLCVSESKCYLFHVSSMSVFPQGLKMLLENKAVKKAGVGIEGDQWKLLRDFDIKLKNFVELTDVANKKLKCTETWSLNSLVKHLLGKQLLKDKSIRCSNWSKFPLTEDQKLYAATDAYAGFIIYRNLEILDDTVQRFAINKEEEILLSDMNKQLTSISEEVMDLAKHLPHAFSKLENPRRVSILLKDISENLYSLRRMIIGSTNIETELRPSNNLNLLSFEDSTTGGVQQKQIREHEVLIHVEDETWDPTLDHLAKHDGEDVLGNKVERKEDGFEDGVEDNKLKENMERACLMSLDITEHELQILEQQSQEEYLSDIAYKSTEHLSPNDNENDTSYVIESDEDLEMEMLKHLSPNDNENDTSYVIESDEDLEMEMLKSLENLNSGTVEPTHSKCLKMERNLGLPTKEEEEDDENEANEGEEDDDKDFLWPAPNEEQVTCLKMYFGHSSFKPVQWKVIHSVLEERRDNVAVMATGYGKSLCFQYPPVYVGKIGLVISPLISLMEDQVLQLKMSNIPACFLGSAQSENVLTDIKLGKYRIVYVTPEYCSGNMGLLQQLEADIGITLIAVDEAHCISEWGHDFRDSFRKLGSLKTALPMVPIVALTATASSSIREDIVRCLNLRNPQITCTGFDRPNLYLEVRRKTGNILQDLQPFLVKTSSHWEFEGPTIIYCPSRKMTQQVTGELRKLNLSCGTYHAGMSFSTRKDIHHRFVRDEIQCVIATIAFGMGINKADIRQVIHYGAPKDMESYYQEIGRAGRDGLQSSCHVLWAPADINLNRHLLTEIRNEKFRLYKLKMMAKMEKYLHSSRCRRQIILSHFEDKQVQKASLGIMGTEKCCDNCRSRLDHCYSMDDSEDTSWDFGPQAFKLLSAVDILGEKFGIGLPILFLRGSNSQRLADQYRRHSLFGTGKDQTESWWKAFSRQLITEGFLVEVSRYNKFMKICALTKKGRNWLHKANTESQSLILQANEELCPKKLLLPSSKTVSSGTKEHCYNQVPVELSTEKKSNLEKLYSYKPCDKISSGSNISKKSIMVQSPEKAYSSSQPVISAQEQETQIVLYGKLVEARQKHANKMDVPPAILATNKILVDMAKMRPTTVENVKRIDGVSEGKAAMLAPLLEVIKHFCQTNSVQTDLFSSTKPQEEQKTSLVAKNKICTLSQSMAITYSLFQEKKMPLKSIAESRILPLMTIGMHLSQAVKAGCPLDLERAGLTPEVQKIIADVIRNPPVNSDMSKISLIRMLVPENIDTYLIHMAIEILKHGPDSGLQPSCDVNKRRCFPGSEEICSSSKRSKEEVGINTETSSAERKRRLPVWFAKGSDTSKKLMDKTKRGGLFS
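Enzyme (20 nM final) and test compound sit together 15 min at room temperature before substrate addition. Substrate is a single-forked duplex oligonucleotide (100 nM) labelled with fluorophore and quencher, with 2 mM ATP; helicase unwinding raises red fluorescence, read kinetically.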
EPAC1 agonist = EPAC1 (human) agonism | O95398 | 360,000 compounds, 0.073% hits | EPAC1 agonist qHTS, biochemical assay; response scale: 100% = response to 6.5 mM cAMP | Potency, µM (doses to about 154 µM), inactives show at the top dose activation, hits mostly activators; note: potency is the fitted concentration of half-maximal effect; nearly all actives have a fitted effect of over 60% in size
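Nucleotide exchange assay: 100 nM EPAC1 with 250 nM Rap1B loaded with BODIPY-GDP and 50 uM GDP, room temperature. Fluorescence (480/540 nm) read every 5 min for 30 min; signal change normalized to 6.5 mM cAMP as full agonist.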
PLK1 PBD block = blocks phosphopeptide binding to human PLK1 polo-box domain; P53350; Plk1 PBD binding of FITC phosphopeptide, fluorescence polarization; Potency, µM, for inactives: max response, negative = inhibition, actives largely listed as inhibitors; 360,000 compounds, 2.8% hits; AID 720504; note: potency is the fitted concentration of half-maximal effect; series mostly up to about 57 µM; % is set by controls: 0 for no effect and ±100 for the full control effect; nearly all actives have a fitted effect of over 65% in size
CCT modulator = cytosolic chaperonin activity modulation. AID 651819. activity change, % (test concentration not listed), hits read low. 360,000 compounds, 0.3% hits. purified chaperonin ATPase assay, HTRF ADP detection, 30 min; in the data active = activity change below about -30%; note: % is set by controls: 0 for no effect and ±100 for the full control effect
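Nucleotide hydrolysis assay: TRiC at 20–40 nM final (set by batch activity) with 10 uM ATP, 30 min at 37 °C, in presence of 76 uM compound. Detection by competitive ADP HTRF, 30 min ambient.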
* = called active by the depositor; ? = inconclusive; · = no result given; [ ] = dose if it differs, or a comment. Unless noted, calls come from the whole dose curve; as a rule, active = well fitted curve in the direction sought with a large enough effect; inconclusive = small, poorly fitted or top-dose-only effect, or another doubt; inactive = no such curve, though single readings can be large; an effect the other way counts as inactive or inconclusive. An excerpt. The share of hits here may be higher or lower than overall.

SMILES	EPAC2 ag	IL2 activator	EPAC1 antag	PI5P4Ka inh	WRN helicase inh	EPAC1 agonist	PLK1 PBD block	CCT modulator
O=C(CC[C@H]1O[C@@H](n2ccc(=O)[nH]c2=O)[C@H](O)[C@@H]1O)NCCN1CCOCC1	9%	-0.2	-2%	1	-4%	6%	4%	0.6
C[C@H](CO)N1C[C@H](C)[C@@H](CN(C)Cc2ccccc2)Oc2c(NS(=O)(=O)c3cn(C)cn3)cccc2C1=O	2%	-0.4	-11%	2	-10%	2%	-16%	-2.1
O=C(c1ccncc1)N1CCN(S(=O)(=O)c2ccc(F)cc2)CC1	1%	-1.7	-2%	0	-8%	-3%	6%	2.7
CCNC(=O)c1cnn(-c2ccccc2)c1-c1ccccc1	-1%	0.6	0%	2	-3%	6%	-12%	1.5
O=S(=O)(c1ccc(F)cc1)N1CCCC(c2nc(-c3ccc(F)cc3)no2)C1 (centres undefined)	11%	0.3	-7%	8	-3%	-6%	-1%	-0.3
C#Cc1cccc(NC(=O)CSc2nnc(-c3ccc(C(F)(F)F)cn3)o2)c1	5%	0.6	-14%	-8	-6%	-12%	-6%	-1.4
Cc1ccccc1NC(=O)c1cccc2c1C(=O)N(C1CCCCC1)C2	-2%	-3.1	-15%	-1	-11%	15%	-7%	-1.5
Cc1noc(C)c1COC(=O)c1cccc(N(C)C)c1	-2%	-5.9	-20%	-3	12%	-11%	-1%	-0.9
CCN(CC)C(=O)C1CCN(c2ncnc3c2cnn3-c2ccc(C)cc2C)CC1	-11%	-2.0	-8%	4	4%	2%	-10%	-2.9
CC1CN(S(=O)(=O)c2ccc(C(=O)N(CCCN(C)C)c3nc4c(Cl)cccc4s3)cc2)CC(C)O1 (centres undefined)	7%	-1.6	-10%	3	2%	-3%	-7%	-2.4
CC(=O)Nc1cccc(NC(=O)c2cc(-c3ccccn3)nc3ccc(Cl)cc23)c1	-3%	0.4	9%	-23	-15%	16%	-6%	2.3
CCN(CC)C(=O)C1=C(C)N(Cc2ccc(C(C)(C)C)cc2)C(=O)C(CC(=O)NC2CC2)C1 (centres undefined)	0%	0.5	7%	-4	3%	-2%	0%	0.2

A draw from above in order of number of heavy atoms, descending:
SMILES	EPAC2 ag	IL2 activator	EPAC1 antag	PI5P4Ka inh	WRN helicase inh	EPAC1 agonist	PLK1 PBD block	CCT modulator
CC1CN(S(=O)(=O)c2ccc(C(=O)N(CCCN(C)C)c3nc4c(Cl)cccc4s3)cc2)CC(C)O1 (centres undefined)	7%	-1.6	-10%	3	2%	-3%	-7%	-2.4
CCN(CC)C(=O)C1=C(C)N(Cc2ccc(C(C)(C)C)cc2)C(=O)C(CC(=O)NC2CC2)C1 (centres undefined)	0%	0.5	7%	-4	3%	-2%	0%	0.2
CC(=O)Nc1cccc(NC(=O)c2cc(-c3ccccn3)nc3ccc(Cl)cc23)c1	-3%	0.4	9%	-23	-15%	16%	-6%	2.3
O=C(CC[C@H]1O[C@@H](n2ccc(=O)[nH]c2=O)[C@H](O)[C@@H]1O)NCCN1CCOCC1	9%	-0.2	-2%	1	-4%	6%	4%	0.6

Next structures follow:
SMILES	EPAC2 ag	IL2 activator	EPAC1 antag	PI5P4Ka inh	WRN helicase inh	EPAC1 agonist	PLK1 PBD block	CCT modulator
O=C(Nc1nnc(SCc2ccccc2Cl)s1)C1COc2ccccc2O1 (centres undefined)	5%	-2.2	-8%	0	-35%	12%	-29%	-2.4
COc1cccc(N2CCN(C(=O)c3nc4nc(C)cc(C)n4n3)CC2)c1	5%	-0.1	-19%	1	2%	-5%	-1%	-0.2
O=C(CCc1ccccc1)NNC(=O)c1ccc(Cl)cc1	-2%	-0.9	-6%	6	-3%	3%	7%	1.3
CCOc1ccc(NC(=O)C(C)NC(=O)c2ccccc2Cl)cc1S(=O)(=O)N1CCCC1 (centres undefined)	-3%	-0.6	-6%	0	-6%	-3%	3%	0.0
Nc1cc(C(=O)OCC(=O)N2CCC(Cc3ccccc3)CC2)ccc1Cl	6%	-0.2	20%	2	8%	11%	-9%	-0.7
CC1CC(NS(=O)(=O)c2cccs2)CC(C)(C)C1 (centres undefined)	-6%	1.3	4%	·	-12%[57.1 µM]	-2%	-1%	0.6
CC(C)(C)C(=O)CSc1ncnc2c1cnn2-c1ccccc1	-1%	-1.5	11%	-6	6%	5%	0%	-2.0
CN(C)Cc1c(C(=O)N/N=C/c2cccc3ccccc23)nnn1-c1nonc1N	-3%	0.8	-13%	4	-2%	4%	-4%	1.4
CCOC(=O)/C(=C/C=C1\Sc2ccccc2N1CC)C(C)=O	20%	9.3	14%	-10	-17%	?	73%[activator]	-4.8
CCCC(=O)c1ccc(OCc2cn(CC(=O)c3ccc(O)cc3)nn2)cc1	2%	0.9	10%	-8	-5%	-12%	-10%	-0.9
COc1ccc(NC(=O)CS(=O)CC(=O)NCC2OCCc3ccccc32)cc1 (centres undefined)	6%	0.0	3%	-2	2%	19%	0%	0.5
Cc1cccc2nc(-c3ccco3)c(Nc3ccc4c(c3)OCCO4)n12	16%	0.8	-24%	1	0%	-1%	-10%	1.6
CCc1ccc(NC(=O)C(=O)c2cn(CC(=O)N3CCCCC3)c3ccccc23)cc1	15%	7.6	-28%	2	-6%	4%	-11%	0.0
O=C(O)CSCC(=O)NCc1csc2ccc(Cl)cc12	2%	1.2	1%	-6	-7%	-9%	-4%	0.5
O=C(NCc1ccccc1F)c1ccncc1	12%	0.2	-18%	-1	-21%	4%	0%	-2.1
COc1ccccc1NC(=O)CCCCC(=O)Nc1ccccc1OC	17%	0.0	3%	-4	-19%	8%	-9%	-2.0
COCCn1c(SCC(=O)Nc2nc(C)c(Cl)cc2Cl)nc2ccccc21	7%	-1.0	-18%	-3	1%	8%	-5%	0.3
O=C(N=C1SC2CS(=O)(=O)CC2N1Cc1ccc(Cl)cc1)C1CCCO1 (centres undefined)	-1%	-1.7	13%	-8	6%	-2%	0%	-0.6
COc1ccc(CCn2c(=N)c(C(=O)NCC3CCCO3)cc3c(=O)n4cccc(C)c4nc32)cc1OC (centres undefined)	1%	-4.5	-9%	-1	-4%	4%	-7%	-1.4
CC1CCCCN1C(=O)CCS(=O)(=O)c1cccc2nonc12 (centres undefined)	8%	-0.9	-2%	-9	5%	8%	-7%	1.1
Cn1c(=O)c2sccc2n2c(CCCC(=O)NCCc3ccccc3)nnc12	4%	-0.4	9%	-2	2%	-5%	-3%	1.6
O=C(CCCN1C(=O)C(=Cc2ccc3c(c2)OCO3)SC1=S)Nc1ccc(C(=O)O)c(O)c1	3%	1.5	-25%	-23	-16%	-6%	-12%	1.3
CC(C)C(Cl)=NOC(=O)Nc1ccc(F)cc1	-10%	-7.5	-1%	7	?	-4%	13µM*	-1.4
CCC1=CC(c2ccccc2)n2ncnc2N1 (centres undefined)	4%	-0.2	-8%	-6	4%	8%	-7%	0.0
CC1CCCCC12NC(=O)N(CC(=O)OCC(=O)NC(=O)c1ccccc1)C2=O (centres undefined)	-3%	3.0	12%	-13	10%	-8%	1%	-0.2
CCC(=O)Nc1cccc(NC(=O)c2ccc(C)c([N+](=O)[O-])c2)c1	-2%	-1.7	4%	·	0%	4%	-4%	1.2
O=C(Nc1ccc(Nc2ccccc2)cc1)c1cc([N+](=O)[O-])ccc1Cl	13%	1.0	-20%	9	-4%	5%	-9%	-3.7
CN(CCN1CCOCC1)Cc1nc(-c2ccccc2)no1	9%	-0.6	11%	9	-12%	8%	0%	1.2
COc1ccc(-n2c(=O)c(CCC(=O)N(C)Cc3cccs3)nc3ccccc32)cc1	9%	-1.4	16%	-4	-5%	6%	-4%	-5.7
CCOC(=O)C1C(=O)CC(O)(c2ccccc2)CC1c1ccccc1 (centres undefined)	5%	0.6	-20%	6	-6%	-4%	0%	-1.2
COc1ccc(S(=O)(=O)NCC(c2ccc3c(c2)OCO3)N2CCN(C)CC2)cc1OC (centres undefined)	-7%	-3.1	5%	-1	22%	4%	-14%	-1.5
O=C(Nc1ccccc1C(=O)N1CCCCC1)NC1CCCCC1	?	1.3	-2%	1	2%	10%	21µM*	-0.7
Cc1cccc(C(=O)Nc2sc(C)c(-c3ccccc3)c2C#N)c1	6%	0.2	-23%	2	-5%	7%	?	-1.3
CCc1ccc(N2CC(C(=O)N3CCN(c4ccccn4)CC3)CC2=O)cc1 (centres undefined)	2%	-4.9	3%	6	-5%	1%	0%	0.9
COc1cc(F)c(C2=CC(=O)C[C@H](c3ccc(F)cc3)C2)cc1F	11%	-3.1	-8%	7	-2%	1%	-14%	-7.2
O=[N+]([O-])c1cc2c(cc1[N+](=O)[O-])OCCOCCOCCOCCO2	3%	-0.3	17%	2	4%	-5%	-10%	-2.0
COc1cc2c(cc1OC)CN(C(=O)COc1ccccc1[N+](=O)[O-])CC2	1%	-0.7	3%	2	-3%	2%	2%	-0.9
Cc1cc(NS(=O)(=O)c2ccc(NC(=O)CCSc3ccc(F)cc3)cc2)nc(C)n1	0%	-0.7	0%	6	1%	-4%	-6%	1.0
Cc1ccc(-c2csc(NC(=S)NC(=O)c3cc4ccccc4o3)n2)cc1	-4%	-3.2	-10%	3	-3%[57.1 µM]	-1%	3%	-0.5
CCOC(=O)C1CCCN(CC(=O)Nc2nccs2)C1 (centres undefined)	6%	-0.9	6%	5	5%	2%	6%	-2.0
CCCn1c(=O)c2ccccc2n2c(SCc3c(C(=O)OCC)oc4ccccc34)nnc12	-6%	-2.9	3%	·	-1%	-2%	-7%	-1.1
CC(=O)c1c(N(C)C)ccnc1C(F)(F)F	4%	-2.0	6%	1	3%	3%	-8%	1.1
CC1(C)CC[C@]2(C(=O)n3ccnc3)CC[C@]3(C)[C@H](C(=O)C=C4[C@@]5(C)C=C(C#N)C(=O)C(C)(C)[C@@H]5CC[C@]43C)[C@@H]2C1	9%	-5.8	?	?	?	-7%	1.7µM*	-1.2
O=C(O)CCCCCNC(=O)CSc1nnc(-c2ccco2)n1-c1ccccc1	-2%	-0.1	15%	3	0%	6%	2%	-0.1
COc1ccc(CCN(C)C(=O)CSc2nnnn2C)cc1OC	6%	2.7	-4%	0	-5%	13%	3%	-0.6
CSc1ccc(C(=O)C2CCCN(S(=O)(=O)N(C)C)C2)cc1 (centres undefined)	6%	-3.3	8%	-4	-3%	11%	-4%	-0.8
COc1ccc(CCNC(=O)CSc2nnc3ccc(-c4cccnc4)nn23)cc1OC	12%	-2.8	?	1	-16%	7%	-10%	0.3
Fc1ccccc1N1CCN(c2cnc3ccccc3n2)CC1	9%	0.2	6%	10	-10%	17%	-8%	-3.0

Bioassay records from PubChem BioAssay.
